# Anesthetic bind = candidate novel general anesthetic via apoferritin binding; 350,000 compounds, 0.074% hits; Potency, µM (top dose mostly 77.5 µM), for inactives: at the highest dose activity change, negative = displacement, hits mostly inhibitors; P02791; apoferritin/1-aminoanthracene competitive binding, fluorescence; also: potency is read from the fitted curve at half-maximal effect; % is scaled to controls: 0 for no effect and ±100 for the full control effect; nearly all actives have a fitted effect of over 20% in size
# Target sequence (P02791 2-175 limits assumed): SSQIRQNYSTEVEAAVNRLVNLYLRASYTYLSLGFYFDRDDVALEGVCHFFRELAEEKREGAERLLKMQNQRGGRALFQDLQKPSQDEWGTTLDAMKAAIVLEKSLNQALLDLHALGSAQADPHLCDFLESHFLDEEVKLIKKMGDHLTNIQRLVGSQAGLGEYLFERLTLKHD
#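 Read-out: endpoint 1-AMA fluorescence, excitation 380 nm and emission 535 nm, after compounds sit 10 min at room temperature with 10 uM horse-spleen apoferritin in 50% saturated 1-AMA/PBS. Values come from four-parameter Hill fits.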
# Pol kappa inh = inhibitors of human DNA polymerase kappa | 400,000 compounds, 0.53% hits | Potency, µM (highest dose often 107 µM), for the others: at the highest dose activity, negative = inhibition, actives largely listed as inhibitors | purified Pol kappa, fluorescent DNA synthesis assay, 10 min; also: potency is read from the fitted curve at half-maximal effect; % is scaled to controls: 0 for no effect and ±100 for the full control effect
# Target sequence (Q9UBT6 whole entry, looked up): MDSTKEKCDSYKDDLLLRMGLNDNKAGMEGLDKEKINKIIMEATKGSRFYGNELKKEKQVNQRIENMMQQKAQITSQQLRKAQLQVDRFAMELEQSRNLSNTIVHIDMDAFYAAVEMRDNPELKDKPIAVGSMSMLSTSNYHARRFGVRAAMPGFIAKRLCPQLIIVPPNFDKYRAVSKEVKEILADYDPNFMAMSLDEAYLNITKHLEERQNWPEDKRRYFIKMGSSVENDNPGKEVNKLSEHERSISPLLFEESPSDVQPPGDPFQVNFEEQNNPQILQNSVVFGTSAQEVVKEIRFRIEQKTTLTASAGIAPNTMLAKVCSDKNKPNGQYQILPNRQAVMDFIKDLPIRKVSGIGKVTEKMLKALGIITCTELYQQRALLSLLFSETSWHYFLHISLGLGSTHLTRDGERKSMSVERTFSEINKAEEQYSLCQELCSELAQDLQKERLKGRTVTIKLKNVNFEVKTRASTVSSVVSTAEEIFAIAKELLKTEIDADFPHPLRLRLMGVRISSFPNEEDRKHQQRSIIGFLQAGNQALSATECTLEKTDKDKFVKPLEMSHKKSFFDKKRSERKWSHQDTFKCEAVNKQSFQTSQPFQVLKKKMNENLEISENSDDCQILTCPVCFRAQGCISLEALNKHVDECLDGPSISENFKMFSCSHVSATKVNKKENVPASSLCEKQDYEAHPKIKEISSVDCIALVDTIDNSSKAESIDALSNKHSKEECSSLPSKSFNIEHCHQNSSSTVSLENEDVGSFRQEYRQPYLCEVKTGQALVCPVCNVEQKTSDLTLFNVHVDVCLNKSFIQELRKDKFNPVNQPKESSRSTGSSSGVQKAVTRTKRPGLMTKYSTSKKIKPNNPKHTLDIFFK
#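 Readout: fluorescence, taken kinetically at 0 and 10 min. Conditions: 10 nM Pol kappa, 15 min RT compound preincubation, 50 nM substrate final. Controls: enzyme-free buffer wells.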
# LDHA block = inhibitors of human lactate dehydrogenase A. 480,000 compounds, 0.15% hits. purified LDHA, NADH/diaphorase-resazurin fluorescence; stronger effect = lower value. P00338. activity change, % (values are at about 110 or 230 µM); in the data active = activity change below about -30%; inconclusive = mostly about -25% to -30%;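 also: plate controls were DMSO wells for no effect and wells without enzyme for full effect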
#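 Human LDH5 at 2 nM final in Tris HCl pH 7.4 with 0.06 mM NADH and 0.2 mM pyruvate, reacted 5 minutes at room temperature. Remaining NADH coupled via diaphorase/resazurin; resorufin fluorescence read at 0 and 20 minutes, normalized to enzyme-free and DMSO wells.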
# ERG Ets-DNA blk = blocks human ERG Ets domain binding to DNA; 370,000 compounds, 0.028% hits; fluorescence polarization, His-ERG Ets domain / labelled DNA; Potency, µM (series often up to 76.9 µM), without a hit: at the top dose FP activity, negative = inhibition, most hits filed as inhibitors; P11308; AID 624246; active = well fitted inhibition curve with a large enough effect in the polarisation, with a control signal flat; inconclusive = small, poorly fitted or top-dose-only effect, or effect the other way, or a change in a side signal; inactive = no such curve, though single readings can be large or run the other way; the % refers to the polarisation;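 also: polarization taken with two DNA probes labelled with fluorescein and Texas red; potency is read from the fitted curve at half-maximal effect; % of control where 0% means no effect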
#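 His-tagged ERG Ets domain (1 uM in the protein solution; 300mM KCl, 50mM Tris-HCl, 1mM EDTA, 1mM DTT, pH 7.5) received compound, then a probe mix of 5 nM fluorescein-DNA and 100nM Texas-615-DNA. Fluorescence polarization was read for both dyes.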
# 12-LOX inh = ALOX12 (human) lipoxygenase inhibition. Potency, µM (highest dose often 108 µM), for inactives: top-dose activity change, negative = inhibition, most hits filed as inhibitors. P18054. purified 12hLO, xylenol orange hydroperoxide absorbance. 580,000 compounds, 1.1% hits; also: potency is read from the fitted curve at half-maximal effect; % is scaled to controls: 0 for no effect and ±100 for the full control effect
#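 Purified human 12hLO at 150 nM in 25 mM Hepes, 0.01% Triton X-100, pH 7.0, preincubated 15 min at room temperature with compound. Reaction started with 40 uM arachidonic acid, 30 min at room temperature. Hydroperoxide measured by Fe-xylenol orange, 573/405 nm absorbance ratio.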
# APE1 inh = inhibitors of human APE1 endonuclease; recombinant APE1, TAMRA/BHQ-2 abasic DNA cleavage fluorescence; AID 2517; 350,000 compounds, 0.35% hits; P27695; Potency, µM (titrated, usually from 65.8 µM), for inactives: at the top dose activity change, negative = inhibition, most hits filed as inhibitors;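 also: potency is read from the fitted curve at half-maximal effect; plate controls were vehicle for no effect and reference inhibitor for full effect; nearly all actives have a fitted effect of over 55% in size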
#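 Enzyme (0.75 nM final) and test compound are incubated 15 min at room temperature before adding 50 nM quenched THF abasic-site duplex. Cleavage dequenches TAMRA, followed at 525/598 nm over three reads one minute apart.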
# POLH inh = blocks human DNA polymerase eta activity | recombinant Pol eta, fluorescent DNA replication assay | AID 588591 | Potency, µM (series often up to 114 µM), without a hit: top-dose activity change, negative = inhibition, actives largely listed as inhibitors | 390,000 compounds, 1.2% hits; also: potency is read from the fitted curve at half-maximal effect; % is scaled to controls: 0 for no effect and ±100 for the full control effect
#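 Pol eta at 10 nM preincubated with compounds 15 min at room temperature; reaction started with fluorescent substrate (50 nM final) and read kinetically at 0 and 10 min.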
# RGS4 inh = blocks human RGS4-accelerated GTP hydrolysis; P49798; Transcreener GDP fluorescence polarization, RGS4-accelerated GTP hydrolysis; Potency, µM (top dose mostly 114 µM), for the others: top-dose activity change, negative = inhibition, hits mostly inhibitors; 390,000 compounds, 0.039% hits; AID 504845; also: potency is read from the fitted curve at half-maximal effect; % is scaled to controls: 0 for no effect and ±100 for the full control effect; nearly all actives have a fitted effect of over 75% in size; some results filed as inactive show a strong effect at the top dose
#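 MLSMR compounds (23 nl, pin-transferred) preincubated 10 min at room temperature with a 500nM (2x) first reagent, then RGS4 at 900nM (2x) plus Transcreener GDP mix added; fluorescence polarization (620/688 nm) read before and after 90 min at 30 °C.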
# Pol beta inh = blocks human DNA polymerase beta activity | P06746 | Pol beta primer extension/strand displacement, fluorescence kinetic | Potency, µM (doses to about 114 µM), without a hit: at the highest dose activity change, negative = inhibition, actives largely listed as inhibitors | 340,000 compounds, 1.3% hits; also: potency is read from the fitted curve at half-maximal effect; % is scaled to controls: 0 for no effect and ±100 for the full control effect
#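 Kinetic readout of DNA synthesis with strand displacement by Pol beta. Compound and 10 nM enzyme sit 15 min at room temperature; 50 nM substrate starts the reaction, read immediately and at 10 min.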
# Starred values were filed as active, the others as inactive; u = inconclusive; x = no result given; & = joins results of further samples; [ ] = dose if it differs, or a comment. Unless noted, calls follow the shape of the dose curve; as a rule, active = well fitted curve in the direction sought with a large enough effect; inconclusive = small, poorly fitted or top-dose-only effect, or another doubt; inactive = no such curve, though single readings can be large; an effect the other way counts as inactive or inconclusive. Some of the compounds tested; rates above refer to the full screens.
# The opening 4 entries (preview)
entry	canonical_smiles	Anesthetic bind	Pol kappa inh	LDHA block	ERG Ets-DNA blk	12-LOX inh
1	O=C(Cc1ccccc1)NCc1ccccn1	-3%	-12%	-5	-12%	6%
2	Cn1nnnc1SCC(=O)NCc1ccco1	-1%	-9%	-7	-3%	-1%
3	CCOC(=O)Cn1c(=O)oc2cc(S(=O)(=O)N3CCn4c3nc3ccccc34)ccc21	1%	-9%	-1	5%	26%[57.4 µM]
4	CCC(C)NS(=O)(=O)c1ccc(OCC(=O)N2CCCCC2)cc1 (centres undefined)	-7%	-2%	0	x	8%

entry	APE1 inh	POLH inh	RGS4 inh	Pol beta inh
1	15%	0%	17%	60%[activator]
2	2%	-6%	-17%	1%
3	1%	-6%	3%	2%
4	0%	-7%	7%	u

# Main list (from the top)
entry	canonical_smiles	Anesthetic bind	Pol kappa inh	LDHA block	ERG Ets-DNA blk	12-LOX inh
1	O=C(Cc1ccccc1)NCc1ccccn1	-3%	-12%	-5	-12%	6%
2	Cn1nnnc1SCC(=O)NCc1ccco1	-1%	-9%	-7	-3%	-1%
3	CCOC(=O)Cn1c(=O)oc2cc(S(=O)(=O)N3CCn4c3nc3ccccc34)ccc21	1%	-9%	-1	5%	26%[57.4 µM]
4	CCC(C)NS(=O)(=O)c1ccc(OCC(=O)N2CCCCC2)cc1 (centres undefined)	-7%	-2%	0	x	8%
5	CN1CCC(=C2c3ccccc3Sc3ccccc32)CC1	-11%	-17%	-7	12%	-3%
6	CC(NC(=O)COC(=O)CCC(=O)c1ccc(Cl)cc1)c1ccccc1 (centres undefined)	x	2%	4	-4%	-29%
7	O=C(CSc1nc2ccccc2[nH]1)Nc1c(F)cccc1F	-11%	-15%	0	5%	0%
8	Cc1cccn2c(=O)c3cc(C(=O)NCC4CCCO4)c(=N)n(CCc4ccccc4)c3nc12 (centres undefined)	4%	0%	-5	25%	u
9	S=C(Nc1ccc(Br)cc1Cl)N1CCN(c2ccccn2)CC1	-6%	-8%	-8	-1%	493%[activator]
10	Cc1cc2c(c(=O)n1Cc1ccc3c(c1)OCO3)C(c1cccnc1)C(C#N)=C(N)O2 (centres undefined)	-9%	-1%	6	2%	-6%

entry	APE1 inh	POLH inh	RGS4 inh	Pol beta inh
1	15%	0%	17%	60%[activator]
2	2%	-6%	-17%	1%
3	1%	-6%	3%	2%
4	0%	-7%	7%	u
5	-4%	-15%	-1%	x
6	12%	-19%	-3%	x
7	0%	-2%	23%	22%
8	54%[activator]	-4%	-2%	11%
9	10%	-18%	-12%	5%
10	-4%	-1%	12%	19%

# New compounds follow.
entry	canonical_smiles	Anesthetic bind	Pol kappa inh	LDHA block	ERG Ets-DNA blk	12-LOX inh
11	CCCCOc1ccc(OCCCC)c2c1NC1(N2)C(=O)N(C(C)=O)c2ccccc21	-16%	-6%	-5	-2%	-16%
12	Cc1ccc(NC(=O)CCC(=O)NNC(=O)C(C)(C)C)c(C)c1	-9%	3%	-2	-3%	16%
13	CC(Cn1cncn1)C(=O)N1CCN(S(=O)(=O)c2ccccc2)CC1 (centres undefined)	17%	-9%	-3	0%	2%
14	CC(C)(C)c1ccc(OCC(=O)OCCNC(=O)c2cccnc2)cc1	1%	0%	-1	-2%	u
15	C=CCNC(=O)c1ccc(Sc2ccc(C)cc2)c([N+](=O)[O-])c1	-14%	-14%	-5	-6%	-3%
16	CCOC(=O)C1(S(=O)(=O)c2ccc(Cl)cc2)CCN(Cc2ccc(C)cc2)CC1	-7%	-4%	0	1%	-15%
17	COC(C[C@H]1O[C@H]1C(=O)[C@H](C)OCc1ccccc1)OC	x	-2%	-2	3%	u
18	COc1ccccc1-n1cnc2cc(C(=O)N3CCOCC3)ccc21	6%	-12%	-2	-6%	6%
19	CC1CN(CCOCCOc2ccccc2-c2ccccc2)CC(C)O1 (centres undefined)	-18%	0%	-21	3%	u
20	Cc1ccc(C)c(N(C)C(=O)c2cn(C)c(=O)c3ccccc23)c1	-6%	-7%	-6	-4%	-6%

entry	APE1 inh	POLH inh	RGS4 inh	Pol beta inh
11	-3%	8%	-9%	7%
12	8%	5%	-17%	1%
13	85%[activator]	-17%	5%	-12%
14	5%	-6%	-12%	0%
15	-4%	-1%	1%	6%
16	0%	-13%	-11%	20%
17	x	-12%	-21%	x
18	-3%	-7%	-20%	14%
19	3%	-12%	-1%	-6%
20	x	-14%	11%	35%[activator]

# Next part
entry	canonical_smiles	Anesthetic bind	Pol kappa inh	LDHA block	ERG Ets-DNA blk	12-LOX inh
21	COc1cc(/C=C\c2ccc(OC)cc2OC)cc(OC)c1	x	-13%[19.4 µM]	x	x	0%
22	CCOC(=O)C1(Cc2cccc(Cl)c2)CCCN(C(=O)c2cc(C)[nH]n2)C1 (centres undefined)	-11%	-2%	-4	-2%	8%
23	CN(CC(CC(=O)Nc1nncs1)c1ccccc1)S(=O)(=O)c1ccc(Br)cc1 (centres undefined)	-13%	-17%	-11	6%	177%
24	C=CCN([C@H](C(=O)OC)C(C)C)S(=O)(=O)CCNCc1ccccc1	x	0%&0%	-1	4%	13%
25	CCOc1ccc(NC(=O)CN(c2ccc(C)cc2)S(=O)(=O)c2c(C)nn(C)c2C)cc1	-10%	13%	-1	2%	-3%
26	CCC1(CC)NC(=O)N(CC(=O)N2CCN(c3ccccc3F)CC2)C1=O	x	-2%	-5	-8%	0%
27	COc1cccc(CNC(=O)CCS(=O)(=O)Cc2ccc(C)cc2)c1	-4%	-6%	-1	-7%	-17%
28	Cc1cc(=O)oc2c(C)c(OC(C)C(=O)NC(Cc3c[nH]c4ccc(O)cc34)C(=O)O)ccc12 (centres undefined)	-5%	-10%	7	-15%	-22%
29	COc1ccc(N2CCN(C(=O)c3ccccc3NC(=O)c3ccccc3)CC2)cc1	1%	0%	-3	0%	-3%
30	COc1cc(C(=O)NC2CCN(Cc3ccccc3)CC2)cc(Cl)c1OC	-13%	0%	-5	-3%	-7%

entry	APE1 inh	POLH inh	RGS4 inh	Pol beta inh
21	-4%	x	-151%[56.9 µM]	x
22	8%	-14%	14%	1%
23	-10%	-12%	-16%	-12%
24	x	-16%	1%	x
25	56%[activator]	-14%	-28%	10%
26	26%	-19%	7%	x
27	77%[activator]	-13%	-14%	-10%
28	9%	-1%	6%	-16%
29	-22%	-4%	-11%	u
30	1%	-7%	-13%	-13%

# (cont.)
entry	canonical_smiles	Anesthetic bind	Pol kappa inh	LDHA block	ERG Ets-DNA blk	12-LOX inh
31	CN(C)C(=O)CCc1ccc2c3c([nH]c2c1)[C@]1(CCC2CCCC2)[C@@H](C(=O)N2CCOCC2)C[C@H](CC(=O)NC(C)(C)C)C(=O)N1CC3	x	-7%	-8	3%	12%
32	O=C(CSc1ccc(-c2ccccc2)nn1)N1CCN(c2ccccc2)CC1	6%	-12%	-4	-1%	2%
33	COc1ccccc1NS(=O)(=O)c1ccc(Br)s1	u	-8%	-14	0%	-7%
34	O=C(NCC1CCCN(C(=O)Cc2ccccc2Cl)C1)c1ccc(F)cc1 (centres undefined)	-21%	-14%	-5	-12%	2%
35	COc1ccc(CNC(=O)C[C@H]2C[C@H](C(=O)N3CCCCC3)[C@@]3(CCc4ccccc4)c4[nH]c5cc(-c6ccco6)ccc5c4CCN3C2=O)cc1OC	x	5%	-8	14%	x
36	O=C(CSc1nnc(-c2ccc(C(F)(F)F)cn2)o1)Nc1cccc(Cl)c1	4%	-9%	-10	3%	0%
37	CC(=O)c1ccc(Cl)c(Cl)c1Cl	x	-15%	-6	4%	-8%
38	CC(C)c1nc(SCC(=O)N2CCCCCC2)c2c(=O)n(C)c(=O)n(C)c2n1	-12%	2%	0	-2%	-1%
39	CCN1C(=O)/C(=C/C=C2\N(CC)c3cc(S(=O)(=O)N(C)C)ccc3N2c2ccccc2)SC1=S	-6%	u	0	82%[activator]	0%
40	Cc1ccc(CN(C)C(=O)c2cccc(S(=O)(=O)N3CCc4ccccc4C3)c2)o1	x	1%	0	13%	u

entry	APE1 inh	POLH inh	RGS4 inh	Pol beta inh
31	8%	-9%	2%	x
32	23%	2%	3%	1%
33	-5%	-6%	13%	20%
34	-9%	9%	24%	19%
35	-5%	-25%	u	x
36	1%	-14%	0%	u
37	6%&14%	-19%	6%	x
38	12%	-18%	-3%	24%
39	-7%	x	-8%[11.4 µM]	3.5µM*
40	43%	-7%	u	x

# (next part)
entry	canonical_smiles	Anesthetic bind	Pol kappa inh	LDHA block	ERG Ets-DNA blk	12-LOX inh
41	Cc1cc(C(=O)COC(=O)/C=C/c2ccc(F)cc2)c(C)n1C	x	-2%	0	3%[15.4 µM]	186%[activator]
42	CCN(CC(=O)Nc1c(F)cccc1F)C(=O)c1ccc(NC(=O)CC2SC(N3CCCC3)=NC2=O)cc1 (centres undefined)	x	2%	1	-10%	u
43	CC(=O)Nc1ccc(/C=N/NC(=O)CNS(=O)(=O)c2ccccc2)cc1	-11%	-4%	-9	1%	0%
44	Cc1ccc(C(c2sc3nc(C)nn3c2O)N2CCN(CCO)CC2)cc1 (centres undefined)	0%	10%	-2	7%	1%[57.4 µM]

entry	APE1 inh	POLH inh	RGS4 inh	Pol beta inh
41	-11%	-21%	-1%	x
42	35%	-11%	-5%	x
43	-1%	1%	7%	-12%
44	0%	-20%	4%	-1%

# Compound activity: PubChem, National Center for Advancing Translational Sciences (NCATS)
